# PfHsp40 yeast = rescue of PfHsp40-mediated yeast toxicity | growth rescue, % at 12.5 µM | S. cerevisiae expressing PfHsp40, growth rescue, ATP luminescence | AID 504582 | 340,000 compounds, 0.68% hits; in the data active = growth rescue above about 28%, passing the limit was not always enough; inconclusive = no clear call, values can overlap the other calls;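 note: yeast W303a lacking pdr1 and pdr3 grown in galactose medium; growth measured after three days at 30 °C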
# Vc quorum ag = inducers of Vibrio cholerae quorum light production without autoinducers. V. cholerae BH1578 lux reporter, luminescence, 6 h. AID 588436. activation, % at 18.7 µM. 350,000 compounds, 0.16% hits; in the data active = activation mostly above about 9.7%, no sharp cut-off; inconclusive = no clear call, values can overlap the other calls; inactive = mostly below about 3.7%; note: not every result past the cut was called active; inactives centre near 0; reference of the scale not given here
# FadD28 binding = M. tuberculosis FadD28 bisubstrate binding inhibition | FadD28 bisubstrate probe binding, fluorescence polarization | inhibition, % at 12.5 µM | 360,000 compounds, 0.22% hits; in the data active = inhibition above about 8.5%, passing the limit was not always enough; inconclusive = no clear call, values can overlap the other calls
# FBA Mtb inh = inhibits M. tuberculosis FBA enzyme; P9WQA3; purified M. tuberculosis FBA, fluorescence read-out; inhibition, % at 1 µM; 360,000 compounds, 2.3% hits; AID 588726; in the data active = inhibition above about 27%;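 note: 0% = vehicle and 100% = reference inhibitor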
# Target sequence (P9WQA3 whole entry, looked up): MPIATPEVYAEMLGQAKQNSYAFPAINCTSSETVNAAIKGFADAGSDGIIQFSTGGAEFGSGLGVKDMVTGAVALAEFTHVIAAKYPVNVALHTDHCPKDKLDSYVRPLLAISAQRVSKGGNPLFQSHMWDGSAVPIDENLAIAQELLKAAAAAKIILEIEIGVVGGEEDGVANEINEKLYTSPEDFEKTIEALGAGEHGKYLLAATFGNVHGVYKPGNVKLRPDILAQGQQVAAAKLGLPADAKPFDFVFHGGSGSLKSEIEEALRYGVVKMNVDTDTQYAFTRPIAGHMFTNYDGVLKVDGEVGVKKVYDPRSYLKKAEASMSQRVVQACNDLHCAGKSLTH
# GDH-TPI counter = counter-screen for M. tuberculosis FBA inhibitors: GDH-TPI coupled enzymes; AID 588335; 360,000 compounds, 1.2% hits; GDH-TPI coupled enzyme counterscreen, NADH absorbance; inhibition, % at 4.8 µM; in the data active = inhibition above about 30%;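 note: 0% = DMSO wells and 100% = wells lacking the enzyme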
# UGM FP inh = inhibitors of M. tuberculosis UDP-galactopyranose mutase; P9WIQ1; purified UGM, fluorescence polarization probe displacement; 320,000 compounds, 0.06% hits; inhibition, % at 10 µM; in the data active = inhibition above about 10%, passing the limit was not always enough; inconclusive = no clear call, values can overlap the other calls
# Target sequence (P9WIQ1 whole entry, looked up): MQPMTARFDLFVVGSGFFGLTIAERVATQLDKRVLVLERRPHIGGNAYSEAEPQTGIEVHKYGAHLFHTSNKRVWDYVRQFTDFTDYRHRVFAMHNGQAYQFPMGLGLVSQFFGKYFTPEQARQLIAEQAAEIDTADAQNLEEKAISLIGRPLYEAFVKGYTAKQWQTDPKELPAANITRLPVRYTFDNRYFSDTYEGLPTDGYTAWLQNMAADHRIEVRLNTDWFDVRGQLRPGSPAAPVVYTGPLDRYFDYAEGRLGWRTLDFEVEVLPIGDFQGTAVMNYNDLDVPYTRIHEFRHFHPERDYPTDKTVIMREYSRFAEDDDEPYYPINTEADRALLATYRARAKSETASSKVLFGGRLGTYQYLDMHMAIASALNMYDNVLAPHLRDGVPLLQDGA
# Mtb BioA inh = inhibitors of Mycobacterium tuberculosis BioA enzyme. inhibition, % at 9.99 µM. purified M. tuberculosis BioA enzyme, plate reader. AID 602481. 360,000 compounds, 0.096% hits; in the data active = inhibition above about 40%; inconclusive = no clear call, values can overlap the other calls
# TcdB inh = blocks C. difficile toxin B glycohydrolase activity. TcdB glycohydrolase enzymatic assay, plate reader. inhibition, % at 9.99 µM. 350,000 compounds, 0.24% hits. AID 652162; in the data active = inhibition above about 10%
# Yp Topo-I inh = inhibitors of Yersinia pestis topoisomerase I; 360,000 compounds, 0.064% hits; activity, % at 10 µM; Y. pestis Topo-I cleavage product accumulation, plate reader; in the data active = activity above about 50%, passing the limit was not always enough; inconclusive = no clear call, values can overlap the other calls; note: inactives centre near 2
# Starred values were filed as active, the others as inactive; i = inactive; ? = inconclusive; nt = no result given; & = joins results of further samples. No enrichment for hits; about 4.6% have a hit in one of these screens.
# The line under a structure holds: Vc quorum ag, Mtb BioA inh, Yp Topo-I inh, PfHsp40 yeast, FBA Mtb inh, FadD28 binding, TcdB inh, GDH-TPI counter, UGM FP inh
COCCNC(=O)c1cccc(OC2CCN(Cc3ccccc3OC(F)F)CC2)c1
  -0.6, 1.6, 14, 1.0, 1, -3.7, -0.4, -7, -1.1
COc1cccc(C(=O)Nc2nnc(CCS(=O)(=O)c3ccc(C)cc3)s2)c1
  i, -1.6, -5, 1.0, 4, 0.5, 1.7, 17, -1.0
O=C(CSc1nnc(-c2cccc(S(=O)(=O)N3CCCCC3)c2)o1)NCCC1=CCCCC1
  i, -0.8, 9, -0.9, -3, -1.1, nt, 5, 1.5
O=C(CSc1nnc(-c2ccc3c(c2)OCO3)o1)Nc1ncc(C(F)(F)F)cc1Cl
  1.4, -1.9, -5, -0.4, -1, -3.2, -0.7, -11, 2.0
CCN1CCc2c(sc(NC(=O)c3ccc(S(=O)(=O)N(C)CC4CCCO4)cc3)c2C(N)=O)C1 (configuration not stated)
  1.7, 3.3, 1, 3.0, -4, -4.4, -1.3, 12, -0.3
CC1CCN(C(=O)CN2C(=O)C(=O)N(C(C)C)C2=O)c2ccccc2S1 (configuration not stated)
  5.9, -2.6, -12, -1.2, 3, 0.3, 1.7, 10, -0.4
CCN(CC)S(=O)(=O)c1ccc(NC2CCCc3ccccc32)nc1 (configuration not stated)
  -0.3, 1.7, 19, 0.8, 4, -4.5, nt, -1, -2.1
O=C(Cn1c(=S)[nH]c2ccccc2c1=O)N1CCc2ccccc2C1
  i, -2.3, -2, 1.1, 0, -0.7, -0.4, 4, 1.4
CCN1CCN(CCNC(=O)c2ccc3c(c2)NC(=O)/C(=C\c2ccc(OC)c(OC)c2)S3)CC1
  -0.4, 0.3, -28, -1.0, -4, 1.5, 0.1, 9, -2.3
COc1ccccc1C(CNC(=O)c1ccc(C)c(S(=O)(=O)N2CCCCC2)c1)N1CCCC1 (configuration not stated)
  -1.2, -1.7, -9, -1.1, 1, 0.0, -0.1, 4, nt
CNC(=O)C[C@H]1C(=O)N(Cc2ccccc2)C[C@@H]1C
  i, -3.1, -2, nt, 0, 0.5, 0.5, 8, nt
Cc1cc(C(=O)N/N=C/c2ccc(N(C)C)o2)cs1
  -0.4, 0.1, 11, -0.5, -1, -3.6, 0.7, 5, 0.2
C[C@@H]1CN([C@@H](C)CO)C(=O)CCCn2nncc2CO[C@H]1CN(C)C(=O)Nc1ccc(N2CCCCC2)cc1
  -0.5, -2.3&-0.8&0.2, -7, nt, -1, -3.4, -2.7&-3.1&-4.9, -3, nt
COc1ccc(C2Nc3ccccc3C(=O)N2c2ccccc2)cc1COc1ccccn1 (configuration not stated)
  i, 2.7, 3, -0.2, 90*, -3.9, 0.1, -5, 0.0
COCCN(C(=S)Nc1cc(C)ccc1C)C(C)c1cccnc1 (configuration not stated)
  -0.4, nt, -2, -0.9, 0, -1.2, 0.3, -2, -1.5
CCOC(=O)n1c(=O)n(Cc2ccc(Cl)cc2Cl)c2ccccc21
  i, nt, 48, ?, 0, -2.7, nt, 3, 1.7
Cc1ccnc(NC(=O)c2cc(S(=O)(=O)NCc3ccccc3)ccc2C)c1
  i, 0.9, 8, 0.7, 0, -3.6, 3.3, 3, -1.1
O=c1[nH]c2cc(Cl)c(Cl)cc2o1
  i, -0.4, -3, -0.4, 0, -1.1, 2.5, 6, nt
CC(=O)Nc1ccc(S(=O)(=O)N(C)CC(=O)N(C)Cc2sccc2C)cc1
  -0.3, 9.6, -9, -1.2, 5, 0.3, 0.5, 13, 1.0
Cc1cccc(C)c1N=Cc1c(C(F)(F)F)[nH][nH]c1=O
  i, -1.5, 0, -0.7, 0, -2.4, 0.3, -2, -0.1
COc1ccc(NC(=O)CC2SC(N3CCOCC3)=NC2=O)c(OC)c1 (configuration not stated)
  i, -0.1, 5, -0.8, -2, -0.7, 1.4, -2, -1.6
Cn1c(=O)[nH]c(=O)c2c1nc1n2CCCN1Cc1ccccc1
  -0.3, -0.2, 4, nt, 1, -0.1, -0.1, 5, 0.9
O=C1c2ccccc2C(Nc2ccc3c(c2)OCO3)N1Cc1ccc2c(c1)OCO2 (configuration not stated)
  -0.2, 1.0, 14, 1.1, -1, 0.6, 0.2, 5, 4.5
O=c1cc(CSc2nc(NCc3ccc(Cl)cc3)c3ccccc3n2)nc2ccc(Cl)cn12
  -0.4, 1.3, 5, -1.0, 2, -2.7, 0.9, -11, nt
O=C(NC1CCCCC1)N(Cc1cc2cc3c(cc2[nH]c1=O)OCCO3)C1CCCCC1
  -0.2, 5.4, 11, -0.9, 8, 0.7, nt, 35*, -2.2
Cc1ccc(S(=O)(=O)N(C)c2ccc(OCC(=O)OCc3nnc(-c4ccccc4)o3)cc2)cc1
  i, -1.0, 28, -0.6, 3, -2.1, 1.6, 3, nt
CCCCNC(=O)C1CCN(c2nc(C)cc(C)n2)CC1
  i, nt, 2, -1.6, 13, 0.5, 9.5, -1, 4.3
CCOc1ccccc1CNC(=O)C1CCCN(c2ncnc3c2nc2n3CCCCC2)C1 (configuration not stated)
  -0.2, 2.1, 28, 0.9, 0, -0.1, -1.1, -4, -1.6
CN1C(=O)c2ccccc2N(C)C1c1ccc2c(c1)OCO2 (configuration not stated)
  -0.1, 1.6, -11, 0.6, 101*, -4.3, nt, -5, 0.8
Cc1c(C(=O)NCCN(C)C)n(C)c(=O)c2ccccc12
  nt, -0.4, nt, nt, 11, -0.7, 1.4, nt, nt
CC(=O)NS(=O)(=O)c1ccc(N/C(N)=N/c2nc(C)cc(C)n2)cc1
  i, 4.4, 2, 0.4, 2, 0.0, 0.7, 11, -1.7
O=C(/C=C/c1cccs1)NCc1cccnc1
  1.6, 1.0, 2, -1.6, 2, -2.6, nt, 20, 0.9
CC1=C(C(=O)OC(C)(C)C)C(c2ccc3ccccc3c2)NC(=O)N1C (configuration not stated)
  -0.8, 1.1, 24, 3.0, 0, 0.8, -0.4, 3, -0.1
COc1ccc(C(=O)Nc2c(N)nc(SCC(=O)Nc3ccc(NC(C)=O)cc3)[nH]c2=O)cc1
  i, -3.9, 2, -1.1, 3, -2.1, -8.4, 5, -0.5
COc1ccc(C2N(S(=O)(=O)c3ccc(C)cc3)CCN2S(=O)(=O)c2ccc(C)cc2)cc1
  -0.4, -0.1, 33, -0.5, 1, -0.3, 0.8, 4, 3.1
Cc1cccc(C)c1NC(=O)CN(C)C(=O)Cc1cccc(C(F)(F)F)c1
  -0.5, -2.7, -8, 0.9, 1, -1.6, 2.0, -3, -0.4
O=C(NC(CC(=O)N1CCN(c2ccccc2O)CC1)c1ccccc1)c1ccccc1Cl (configuration not stated)
  i, -2.0, 4, -0.6, 5, -3.4, 1.6, 9, 2.7
O=C(COc1ccc([N+](=O)[O-])cc1)NNC(=O)c1cccnc1
  -7.3, 0.0, 0, -1.5, 6, -1.3, 0.4, 11, -1.4
CC(C)C[C@H]1CN([C@@H](Cc2ccccc2)CN2CCC[C@@H]2CN2C(=O)C(=O)NC[C@@H]2Cc2ccc(O)cc2)C(=O)C(=O)N1CC1CCCCCC1
  nt, -3.2, nt, nt, -4, -4.2, 0.8, nt, nt
CCc1nnc(NC(=O)c2n[nH]c(=O)c3ccccc23)s1
  i, 0.0, -1, 5.8, 3, -2.0, -0.4, -8, -1.1
C=CCN(C(=O)c1csnn1)C(C(=O)NCc1ccc(F)cc1)c1cccs1 (configuration not stated)
  0.0, -1.8, -11, 0.1, 4, 0.1, 0.1, -1, 0.2
O=C(CCc1c[nH]c2ccccc12)N/N=C/c1ccc2c(c1)OCO2
  -0.2, nt, -3, 0.4, -1, -2.9, 0.5, 38*, -0.4
Cc1ccc(NC(=S)Nc2cc(C(=O)O)ccc2N2CC3CC(C2)c2cccc(=O)n2C3)cc1C (configuration not stated)
  i, nt, 8, 0.5, -6, -0.2, 0.3, 4, 0.5
O=C1NC(=O)N(c2ccc(Br)cc2)C(=O)/C1=C/c1ccsc1
  -0.3, nt, -6, 4.8, 1, 0.9, nt, -3, 0.9
O=C(N/N=C/c1c(O)n(Cc2ccc(F)cc2)c(=O)[nH]c1=O)c1ccccc1O
  -0.2, -0.9, -2, 55*, 12, 19*, 5.5, 51*, 1.3
Cc1cc(=O)n2c(C)n[nH]c2n1
  -0.8, -1.5, 2, -0.1, 2, -3.3, nt, -3, 2.1
O=C1CCC(C(=O)Nc2ccccc2)N1 (configuration not stated)
  0.9, 0.1, 3, -0.3, 0, 0.7, nt, 10, -2.2
COc1ccc(NC(=S)N(CCCN2CCCC2)Cc2cccn2Cc2ccc(Cl)cc2)cc1Cl
  i, -0.7, -7, -0.8, -2, -31, 0.7, -12, -0.1
CCN1CCN(Cc2ccccc2NC(=O)Nc2ccc(C)cc2)CC1
  0.6, -1.2, -4, -0.3, 0, -4.3, nt, 7, 3.7
O=C(CCCCCn1c(=S)[nH]c2ccc(N3CCOCC3)cc2c1=O)NCc1ccc2c(c1)OCO2
  i, -0.7, 17, 0.3, 44*, -3.9, 0.8, -1, 1.6
CCOC(=O)c1ccc(NC(=S)NC2CC(C)(C)NC(C)(C)C2)cc1
  i, 4.7, -16, -0.6, -2, 0.6, nt, -1, 2.0
Cc1ccc(C(=O)NC(=S)NNC(=O)c2ccccc2[N+](=O)[O-])cc1
  0.3, -0.2, -4, -1.1, 1, -2.2, nt, 2, 5.0
N#C/C(=N\Nc1ccccc1F)c1nc(-c2ccccc2)cs1
  i, nt, 0, 0.7, 1, 1.4, 0.5, 1, -4.0
CC(Sc1ccc(Cl)cc1)C(=O)NNC(=O)c1ccncc1 (configuration not stated)
  5.7, 1.9, 1, -1.5, -2, nt, 1.2, 1, -1.7
Cc1ccc(C)c(N2C(=O)CC(Cc3ccc(Br)cc3)C2=O)c1 (configuration not stated)
  i, -0.8, -11, -0.3, 0, -3.0, 1.0, 1, 0.3
COC(=O)C1CCN(C(=O)COC(=O)CCc2nc3ccccc3c(=O)[nH]2)CC1
  -0.6, -1.5, 2, -1.0, 0, -1.6, 6.8, 7, nt
COc1cc(C(=O)NCC(=O)N/N=C/c2cccc(OC(=O)c3ccco3)c2)cc(OC)c1OC
  -0.3, nt, 16, 0.9, 0, -4.0, -0.5, 0, -1.1
COc1ccc(CCn2nc(C)c([N+](=O)[O-])c2C)cc1
  i, 6.4, 6, 1.2, -1, -2.1, 0.0, -9, -1.0
CCc1nc2nc(C)c(NS(=O)(=O)c3ccc4c(c3)CCCC4)c(=O)n2[nH]1
  -0.2, -1.3, -4, 1.3, 1, -3.8, 1.0, -7, 0.5
CN(C)c1ccc(/C(=N\O)c2ccccc2)cc1
  -0.5, 1.8, -11, 0.5, 1, -3.5, nt, 0, -1.9

# More results
# The line under a structure holds: Vc quorum ag, Mtb BioA inh, Yp Topo-I inh, PfHsp40 yeast, FBA Mtb inh, FadD28 binding, TcdB inh, GDH-TPI counter, UGM FP inh
CCOCCCNC(=O)C(NC(=O)c1ccccc1O)c1ccc(Cl)cc1 (configuration not stated)
  -0.2, -0.7, -12, -0.9, 52*, -0.2, nt, 10, -1.8
COc1ccc(S(=O)(=O)NCC2CCC(C(=O)NCc3cccnc3)CC2)cc1 (configuration not stated)
  1.6, nt, -6, 0.0, 0, -5.9, 1.5, 1, -3.4
N#Cc1c(-c2ccccc2)nc2n(c1=O)CCS2
  0.3, 1.2, 0, 4.0, -3, 1.4, nt, 16, -1.4
CCOCCCNC(=S)NCCNc1nc2ccc(C)cc2cc1C#N
  -0.4, nt, 6, -0.9, 12, -8.0, 0.4, -3, -2.4
CC(=O)C1=C(C)Nc2ncnn2C1c1cccc(Br)c1 (configuration not stated)
  i, -2.0, 4, -2.2, 0, -2.8, 1.4, 13, 0.4
Cc1ccc2cn[nH]c2c1NC(N)=S
  i, nt, -4, -0.4, -3, 0.4, 1.6, -4, -1.4
COc1cccc(N(CC(=O)NCCSc2ccc(Cl)cc2)S(C)(=O)=O)c1
  -0.2, 2.0, -2, 0.6, -1, -3.6, nt, -5, 2.9
Cc1ccc(CN(C(=O)Cn2nnc3ccccc32)C(C(=O)NCc2ccco2)c2ccc(C)o2)cc1 (configuration not stated)
  -0.6, nt, 45, -0.7, 2, -4.3, nt, -8, -3.3

# Assay outcomes: PubChem BioAssay, several laboratories
